Screening data deposited in PubChem by National Center for Advancing Translational Sciences (NCATS).
HTT ATP protect: Huntington cell model cytoprotection by ATP luminescence | PC12 HTT-Q103 induced, cytoprotection, ATP luminescence, 40 h | 230,000 tested, 0.14% active | AID 1471 | Potency, µM (titrated, usually from 56.4 µM), for the others: cytoprotection (ATP increase), usual class: activators;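 note: % of control where 0% means no effect; nearly all actives have a fitted effect of over 45% in size; toxic huntingtin expression switched on by the ecdysone agonist tebufenozide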
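PC12 cells stably carrying ecdysone-inducible Htt exon 1 (Q103)–GFP were induced with 100 nM tebufenozide (final) alongside library compounds in a dose series. Cytoprotection was scored as retained ATP by ATPlite luminescence.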
GAA glycogen mod: alters human alpha-glucosidase cleavage of glycogen. Potency, µM (series often up to 76.4 µM), for inactives: top-dose activity change, negative = inhibition, hits mostly inhibitors. recombinant GAA, glycogen substrate, Amplex Red glucose oxidase fluorescence. 300,000 tested, 0.38% active. AID 2100;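 note: 0% = full enzyme reaction and -100% = no-enzyme basal signal; the screen sought inhibitors and activators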
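qHTS, 1536-well; enzyme 4 nM final; cpd up to 77 uM; substrate bovine liver glycogen 30 ug; 50 mM citrate/phosphate pH 5.0, 0.01% Tween-20; 37 C, 40 min; Amplex Red detection 45 min RT; Hill fit → AC50.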
IMPase Li inh: IMPase inhibition in cells with lithium potentiation; CHO-M1 cells, IP1 TR-FRET (IP-One), carbachol + lithium; Potency, µM (highest dose often 59.4 µM), inactives show at the top dose activity, negative = IMPase inhibition, most hits filed as inhibitors; 210,000 tested, 0.35% active;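 note: IP1 builds up when IMPase is blocked and the TR-FRET signal falls; plate controls were basal vehicle for no effect and high inhibitor control for full effect; nearly all actives have a fitted effect of over 50% in size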
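Lithium-sensitised IP1 accumulation assay; M1-expressing CHO cells treated 30 min at 37C with compound. Competitive antibody detection by time-resolved FRET followed a 10 min room-temperature lysis step.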
RGS12 GoLoco inh: RGS12 GoLoco-Gai1 interaction inhibition | Potency, µM (highest dose often 61.6 µM), inactives show at the top dose activity, negative = inhibition, hits mostly inhibitors | Gai1:RGS12 GoLoco peptide FP, rhodamine, 10 min | AID 880 | 230,000 tested, 0.44% active | P63096; active = well fitted inhibition curve with a large enough effect, not every such curve was filed as active; inactive = no such curve, though single readings can be large or run the other way; note: % is set by controls: 0 for no effect and ±100 for the full control effect; nearly all actives have a fitted effect of over 30% in size; many of its hits are not listed in these tables
Target sequence (P63096 whole entry, looked up): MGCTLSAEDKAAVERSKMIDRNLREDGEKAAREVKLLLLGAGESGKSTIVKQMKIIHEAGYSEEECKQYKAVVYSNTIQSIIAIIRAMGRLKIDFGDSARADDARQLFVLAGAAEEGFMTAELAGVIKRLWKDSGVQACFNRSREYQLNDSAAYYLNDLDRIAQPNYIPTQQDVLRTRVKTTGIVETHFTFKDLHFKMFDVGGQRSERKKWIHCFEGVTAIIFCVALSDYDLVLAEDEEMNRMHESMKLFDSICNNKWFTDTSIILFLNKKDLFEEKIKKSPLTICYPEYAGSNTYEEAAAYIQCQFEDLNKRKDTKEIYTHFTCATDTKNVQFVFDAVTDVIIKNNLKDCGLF
GAA spleen mod: lysosomal alpha-glucosidase (human) modulation. human spleen homogenate, 4-MU-alpha-glucoside fluorescence. Potency, µM (titrated, usually from 79.9 µM), for the others: top-dose activity change, negative = inhibition, actives largely listed as inhibitors. 240,000 tested, 0.006% active;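 note: 0% = enzyme with vehicle and -100% = no enzyme basal signal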
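Human spleen homogenate (1 ug) with 4-methylumbelliferyl-alpha-D-glucopyranoside (1 mM final) in 50 mM citrate/phosphate pH 5.0, 0.01% Tween-20; 40 min at 37 C. Stopped at pH 10; 4-MU fluorescence Ex 365/Em 440 nm; AC50 by Hill fit.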
HttQ103 aggreg: mutant huntingtin aggregation inhibition. AID 1688. PC12 HttQ103-GFP aggregates, Acumen cytometry, 40 h. Potency, µM (titrated, usually from 46.1 µM), inactives show at the highest dose activity change, negative = inhibition, most hits filed as inhibitors. 220,000 tested, 1.1% active; note: % is set by controls: 0 for no effect and ±100 for the full control effect; nearly all actives have a fitted effect of over 60% in size
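PC12 cells stably carrying ecdysone-inducible HTT exon 1 Q103–GFP were induced with tebufenozide (100 nM final) and treated with library compounds in titration. GFP aggregates in lysates were counted by laser scanning cytometry.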
GAA inhib: blocks human lysosomal alpha-glucosidase. purified human GAA, 4-MU-alpha-glucoside fluorescence. Potency, µM (series often up to 76.9 µM), inactives show at the highest dose activity change, negative = inhibition, most hits filed as inhibitors. 200,000 tested, 0.005% active. AID 1466;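 note: plate controls were uninhibited enzyme wells for no effect and no-enzyme background for full effect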
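Enzyme (4 nM final) mixed with compound (up to 77 uM), then 4-MU-alpha-D-pyranoside (400 uM final) added; 20 min at room temperature, pH 5.0. Reaction stopped at pH 10, fluorescence read, AC50 derived by Hill fit.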
Active calls of the source: *; ? = inconclusive; · = no result given; [ ] = dose if it differs, or a comment. Unless noted, calls come from the whole dose curve; as a rule, active = well fitted curve in the direction sought with a large enough effect; inconclusive = small, poorly fitted or top-dose-only effect, or another doubt; inactive = no such curve, though single readings can be large; an effect the other way counts as inactive or inconclusive. Potency is the fitted concentration of half-maximal effect. The list is partial (hit frequency here may not be typical).

1: COc1ccc(NC(=O)c2noc3c2CCCCC3)cc1
2: CCOc1cccc(NC(=O)C2CC(=O)N(c3ccc(F)cc3)C2)c1 (stereo not drawn)
3: NCCCNC(=O)c1ccc(/C=N/O)nc1
4: CC1=NN(c2ccccc2)C(=O)/C1=C/c1cc2cc(C)ccc2nc1N1CCCCC1
5: COc1ccc(C2(NC(C)=O)CCN(C(=O)c3cccs3)CC2)cc1
6: CCC(=O)c1c[nH]c(C(=O)NCCCN2CCOCC2)c1

compound no.	1	2	3	4	5	6
HTT ATP protect	-72%	12%[10 µM]	23%[10 µM]	-13%	-3%[10 µM]	-10%[10 µM]
GAA glycogen mod	2%	-9%	-9%	3%	1%	-1%
IMPase Li inh	4%	13%	3%	-7%[38.3 µM]	-5%	-3%
RGS12 GoLoco inh	2%	8%	9%	4%	-4%	4%
GAA spleen mod	2%	-2%	0%	-4%	-1%	-3%
HttQ103 aggreg	-13%	-11%[9.22 µM]	4%[9.22 µM]	21%	17%	13%
GAA inhib	?	10%	?	3%	?	-24%

7: Cc1ccc(N(CCC#N)C(=O)CCl)cc1C
8: CCCN(CCC)c1nc2ccccc2nc1C(C#N)C(=O)OCCOC (stereo not drawn)
9: Cc1ccc(-n2ncc3c(NCCCOC(C)C)ncnc32)c(C)c1
10: COC(=O)[C@H](CC(C)C)NC(=O)NCc1ccc(Cl)cc1
11: CCOC(=O)Cc1csc(NC(=O)CCNS(=O)(=O)c2ccc3c(c2)CCC(=O)N3)n1
12: COc1cc(NC(=O)CN(C)Cc2cccc(F)c2)c(C)cc1[N+](=O)[O-]

compound no.	7	8	9	10	11	12
HTT ATP protect	-22%[10 µM]	-18%	3%	7%[10 µM]	11%	·
GAA glycogen mod	6%	-11%	-8%	-3%	6%	25%
IMPase Li inh	3%	-3%[38.3 µM]	2%[38.3 µM]	·	·	1%
RGS12 GoLoco inh	9%	11%	2%	11%	·	6%
GAA spleen mod	-4%	3%	4%	-3%	4%	9%
HttQ103 aggreg	-2%	17%	-22%	14%[9.22 µM]	-12%	16%
GAA inhib	4%	0%	?	·	3%	2%

13: CCOc1cc(NC(=O)c2ccco2)c(OCC)cc1NC(=O)CCc1ccccc1OC
14: Cc1cc(C)c(C#N)c(SCS(=O)c2ccc(C(C)(C)C)cc2)n1 (stereo not drawn)
15: Cc1nnc(N)s1
16: CC(=O)Nc1ccc(SCC(=O)c2cc(C)n(-c3ccccc3)c2C)cc1
17: CC#CCN1c2ccccc2[C@]23C[C@@H](C(=O)OC)N(S(=O)(=O)c4ccc(OC)cc4)C2=NC(C(=O)OC)=C(C(=O)OC)[C@H]13
18: O=C1CN(C(=S)Nc2ccccc2Cl)CCN1

compound no.	13	14	15	16	17	18
HTT ATP protect	-12%[10 µM]	7%[10 µM]	-6%[10 µM]	9%[10 µM]	?	32%[10 µM]
GAA glycogen mod	-1%	1%	1%	-12%	·	13%
IMPase Li inh	37%[38.3 µM]	11%[38.3 µM]	·	9%	-10%	-6%
RGS12 GoLoco inh	9%	-39%	5%	14%	2%[14.2 µM]	-6%
GAA spleen mod	-13%	1%	1%	2%	-2%[17.4 µM]	1%
HttQ103 aggreg	10%	?	2%[9.22 µM]	-11%	·	8%
GAA inhib	-17%	-20%	·	-4%	·	0%

19: CC(CCc1ccccc1)NC(=O)c1cc2sccc2n1C (stereo not drawn)
20: Cc1ccc(C(=O)Nc2cccc([N+](=O)[O-])c2)cc1S(=O)(=O)Nc1ccc(NC(=O)c2ccccc2)cc1
21: Cc1ccc(NS(=O)(=O)c2cc(OCC(N)=O)c(C)cc2Cl)cc1
22: COCCNC(=O)CN1c2ccccc2CC1C (stereo not drawn)
23: O=C(COC(=O)c1cccc2ccccc12)Nc1cccnc1Cl
24: Cc1cc(C)n(-c2nnc(Cl)c3ccccc23)n1

compound no.	19	20	21	22	23	24
HTT ATP protect	5%[10 µM]	·	9%[10 µM]	-8%[10 µM]	-17%[10 µM]	·
GAA glycogen mod	-16%	-7%	-7%	?	-8%	11%
IMPase Li inh	-3%	-1%	-10%	21%[38.3 µM]	4%	-1%
RGS12 GoLoco inh	4%	1%	-2%	3%	-11%	16%
GAA spleen mod	4%	0%	4%	7%	-4%	7%
HttQ103 aggreg	-7%	16%	-26%	2%	-6%	·
GAA inhib	2%	-1%	1%	4%	4%	15%

In the list so far, 2 have a nitro group on carbon:
12: COc1cc(NC(=O)CN(C)Cc2cccc(F)c2)c(C)cc1[N+](=O)[O-]
20: Cc1ccc(C(=O)Nc2cccc([N+](=O)[O-])c2)cc1S(=O)(=O)Nc1ccc(NC(=O)c2ccccc2)cc1

compound no.	12	20
HTT ATP protect	·	·
GAA glycogen mod	25%	-7%
IMPase Li inh	1%	-1%
RGS12 GoLoco inh	6%	1%
GAA spleen mod	9%	0%
HttQ103 aggreg	16%	16%
GAA inhib	2%	-1%

Continued:
25: CCC(C)[C@H](NC(=O)NC1CC1)C(=O)O (stereo partly drawn)
26: C=C(C)CNC(=S)NNC(=O)CCn1c2ccccc2c2ccccc21
27: Cc1ccc(CN2CCN(CC(=O)O)C2=O)cc1
28: C=C(C)c1cccc(C(C)(C)NC(=O)N2CCOCC2)c1
29: O=C(COC(=O)c1c(Cl)ccc(Cl)c1Cl)NC(=O)NCc1ccccc1
30: O=c1oc2cc(OCc3ccc(F)cc3F)ccc2cc1-c1ccc2ccccc2n1

compound no.	25	26	27	28	29	30
HTT ATP protect	-11%[0.074 µM]	·	4%	-4%	-3%[10 µM]	·
GAA glycogen mod	-1%	2%	0%	1%	4%	-7%
IMPase Li inh	·	-9%	-5%	23%[38.3 µM]	13%	-7%
RGS12 GoLoco inh	·	-1%	3%	-2%	-2%	10%
GAA spleen mod	0%	9%	-1%	-10%	0%	0%
HttQ103 aggreg	0%	23%	-10%	-3%	-13%	-1%
GAA inhib	-6%	?	-1%	-3%	7%	3%

An excerpt from above in order of the GAA inhib value, low to high.
cpd | smiles | GAA glycogen mod | RGS12 GoLoco inh | GAA spleen mod | HttQ103 aggreg | GAA inhib
25 | CCC(C)[C@H](NC(=O)NC1CC1)C(=O)O (stereo partly drawn) | -1% | · | 0% | 0% | -6%
28 | C=C(C)c1cccc(C(C)(C)NC(=O)N2CCOCC2)c1 | 1% | -2% | -10% | -3% | -3%
27 | Cc1ccc(CN2CCN(CC(=O)O)C2=O)cc1 | 0% | 3% | -1% | -10% | -1%
30 | O=c1oc2cc(OCc3ccc(F)cc3F)ccc2cc1-c1ccc2ccccc2n1 | -7% | 10% | 0% | -1% | 3%
29 | O=C(COC(=O)c1c(Cl)ccc(Cl)c1Cl)NC(=O)NCc1ccccc1 | 4% | -2% | 0% | -13% | 7%

(listing goes on)
31: CC(C)(C)NC(=O)C12CC3CC(CC(Cl)(C3)C1)C2
32: Nc1ccc(SCCN2C(=O)c3ccccc3C2=O)cc1
33: N/C(=N\OC(=O)c1cc(Br)ccc1Cl)c1cccnc1
34: CCCSC1=N/C(=C\C=C\c2ccco2)C(=O)S1
35: O=S(=O)(c1ccccc1)N1CCC2(CCCN(c3ccncc3)C2)CC1
36: COc1ccc(NC(=O)c2cc3nc(-c4ccccc4)cc(C)n3n2)cc1OC

compound no.	31	32	33	34	35	36
HTT ATP protect	1%[10 µM]	-4%	16%[10 µM]	-1%	-28%	-4%[10 µM]
GAA glycogen mod	-5%	0%	15%	-8%	·	1%
IMPase Li inh	3%	17%[38.3 µM]	7%	-18%[38.3 µM]	24%	11%
RGS12 GoLoco inh	12%	4%	-9%	26%	4%	5%
GAA spleen mod	-20%	-1%	5%	-8%	-4%	-3%
HttQ103 aggreg	-8%	-6%	12%	19%	·	-12%[9.22 µM]
GAA inhib	3%	?	8%	?	·	-4%

37: Cn1nnnc1SCc1cccc(CSc2nnnn2C)n1
38: O=C(Nc1cccc(-c2nc3ccccc3s2)c1)c1cc(=O)c2ccccc2o1
39: CN1C(=O)C2(NC(=O)c3ccccc3N2C)c2ccccc21 (stereo not drawn)
40: C=C(C)C1CC=C(C)/C(=N/NC(=O)c2cccs2)C1 (stereo not drawn)
41: CCOC(=O)c1ccc(NC(=O)CSCCC(=O)O)cc1
42: N/C(Cn1cncn1)=N\NC(=O)c1ccc(Cl)cc1Cl

compound no.	37	38	39	40	41	42
HTT ATP protect	3%	-5%[10 µM]	9%[10 µM]	-15%[10 µM]	-2%	23%
GAA glycogen mod	-2%	12%	-4%	4%	8%	8%
IMPase Li inh	3%[38.3 µM]	?	·	-4%	1%	0%
RGS12 GoLoco inh	6%	9%	-11%	3%	-4%	6%
GAA spleen mod	-2%	-6%	-8%	7%	2%	6%
HttQ103 aggreg	33%	19%	-13%[9.22 µM]	-2%	10%	1%
GAA inhib	-11%	6%	·	-5%	5%	8%

Rewritten with two lines to a compound: entries from further up.
Second line of a record – HTT ATP protect	GAA glycogen mod	IMPase Li inh	RGS12 GoLoco inh	GAA spleen mod	HttQ103 aggreg	GAA inhib
#28 C=C(C)c1cccc(C(C)(C)NC(=O)N2CCOCC2)c1
  -4%	1%	23%[38.3 µM]	-2%	-10%	-3%	-3%
#29 O=C(COC(=O)c1c(Cl)ccc(Cl)c1Cl)NC(=O)NCc1ccccc1
  -3%[10 µM]	4%	13%	-2%	0%	-13%	7%
#30 O=c1oc2cc(OCc3ccc(F)cc3F)ccc2cc1-c1ccc2ccccc2n1
  ·	-7%	-7%	10%	0%	-1%	3%

(cont.)
43: Cc1cc(C)cc(NC(=O)C2CCN(c3nc(C)cc(C)n3)CC2)c1
44: COc1ccc(C)cc1N(CC(=O)NC1CCCC1)C(=O)CCC(=O)Nc1cc(C)on1
45: NC(=O)C[n+]1cccc(CNC(=O)c2ccc(OC(F)F)cc2)c1
46: COc1ccc(CNS(=O)(=O)c2ccc(OC)cc2)cc1
47: COc1ccc(OCC(=O)NC2CC(C)(C)NC(C)(C)C2)cc1

compound no.	43	44	45	46	47
HTT ATP protect	-28%[10 µM]	-9%	2%[10 µM]	-4%	7%
GAA glycogen mod	-1%	8%	6%	3%	1%
IMPase Li inh	-30%[38.3 µM]	-4%[38.3 µM]	12%	10%[38.3 µM]	-15%[38.3 µM]
RGS12 GoLoco inh	4%	3%	4%	-5%	2%
GAA spleen mod	7%	4%	2%	3%	0%
HttQ103 aggreg	-2%	5%	8%	-5%	-1%
GAA inhib	0%	4%	-2%	1%	-9%
